Assay outcomes from PubChem.
NFkB transloc inh: blocks IL-1B driven NFkB nuclear translocation in HUVEC cells; HUVEC IL-1B NFkB p65 nuclear translocation imaging; inhibition, % at 2 µM; 0.43% of 94,000 active;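 active means inhibition above about 30% together with a positive call from visual inspection of the well image, limit read from the data; inconclusive means inhibition above a set limit but visual check negative; inactive means inhibition not above a set limit, visual check negative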;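 further: nuclear over cytoplasmic p65 intensity ratio measured by imaging; 0% = IL-1B stimulated DMSO wells and 100% = unstimulated DMSO wells; values of inactives mirror those of a sister screen read the other way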
NFkB transloc pot: enhances IL-1B driven NFkB nuclear translocation. 0.3% of 94,000 active. activation, % at 2 µM. HUVEC IL-1B NFkB p65 nuclear translocation imaging;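 active means activation above 40%, about the mean plus 3 SD, also judged a hit on visual image review; inconclusive means activation above 40% but not a hit on visual review; inactive means activation not above 40% and no visual hit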;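 further: percent activation is computed from the nuclear over cytoplasmic p65 intensity ratio; values of inactives mirror those of a sister screen read the other way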
Bcl-B displacement: displacers of TR3 peptide from Bcl-B, primary screen, selectivity assay for Bfl-1 inhibitor project, biochemical, fluorescence polarization; displacement, % at 20 µM, or IC50 in µM where a hit was titrated; 0.11% of 96,000 active; FP displacement of FITC-TR3 peptide from Bcl-B; higher % means a stronger effect;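 active means displacement above 50% at 20 µM plus a fluorescence interference ratio under 1.5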;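 further: plate controls were wells without compound for no effect and wells lacking Bcl-B protein for full effect; a part of the inactive calls stands beside numbers as strong as those of hits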
MRP resist rev: MRP-mediated drug resistance reversal | differential viability (reversal), % at 10 µM | 0.04% of 85,000 active | H69AR cells + 2 uM doxorubicin, CellTiter-Glo, 72 h;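 active means viability drop by adding the cancer drug above about 55%, with treated viability meeting a 40% cutoff, limit read from the data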;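 further: viability without doxorubicin minus viability with 2 µM doxorubicin for each compound; larger differential means the compound sensitizes cells more to doxorubicin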
PLAP inhibitors HTS: PLAP enzyme inhibitors, biochemical, luminescence, HTS (AID 690); purified PLAP, luminescent substrate; higher % means a stronger effect; one-dose inhibition, % at 20 µM; IC50 in µM for titrated hits; 0.08% of 96,000 active; in the data active means a potency from the dose series; inactive means the rest, 99 in 100 with inhibition below about 30%; further: strong numbers were not always called active
MRP resist rev cytotoxicity: recorded beside MRP resist rev, whose call it bears; viability, %; H69AR cells, CellTiter-Glo, 72 h; measured here: cytotoxicity without doxorubicin
MRP resist rev with doxorubicin: recorded beside MRP resist rev, whose call it bears; viability, %; measured here: viability with 2 uM doxorubicin; active compounds read low
NFkB transloc inh cell count 2 µM: further read-out of NFkB transloc inh, marked with its call; cell count; measured here: cells passing quality filter;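 raw number of nuclei counted in each imaged well without normalization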
NFkB transloc pot cell count 2 µM: also measured in NFkB transloc pot; calls as there; cell count; measured here: cells passing quality filter
The depositor's hits bear a star; ? = inconclusive; . = no result given. Some of the compounds tested; the hit share may differ from the screen's.

SMILES | NFkB transloc inh | NFkB transloc inh cell count 2 µM | NFkB transloc pot | NFkB transloc pot cell count 2 µM | Bcl-B displacement | MRP resist rev | MRP resist rev cytotoxicity | MRP resist rev with doxorubicin | PLAP inhibitors HTS
COc1ccc(N2C(=O)CSC2c2ccncc2)cc1 (configuration not stated) | . | . | . | . | -7% | 1 | 87 | 87 | -8%
CCCn1c(=O)c2c(c3ccccc31)OCC(=O)N2 | . | . | . | . | -7% | 17 | 97 | 79 | 22%
CCc1ccccc1NC(=O)Cn1nnc(-c2cccs2)n1 | -7 | 124 | 7 | 124 | 3% | -7 | 89 | 96 | 7%
COc1ccc(C(C)N2CC34C=CC(O3)C(C(=O)O)C4C2=O)cc1 (configuration not stated) | -5 | 140 | 5 | 140 | -1% | 7 | 94 | 87 | 2%
Cc1cc(C)c(C#N)c(SCC(=O)Nc2ccc3c(c2)OCO3)n1 | -2 | 167 | 2 | 167 | -1% | 11 | 104 | 93 | 4%
CCn1c(C(=O)N2CCCC(C(=O)NCCc3ccc(C)cc3)C2)cc2sccc21 (configuration not stated) | -22 | 199 | 22 | 199 | 13% | -26 | 55 | 82 | -35%
O=C(CN(CCc1ccccc1)C(=O)CNS(=O)(=O)c1ccc(F)cc1)NCc1ccco1 | . | . | . | . | 3% | 11 | 95 | 84 | -48%
COc1cccc(/C=N/NC(=O)CSCC(=O)Nc2ccccc2)c1O | -7 | 170 | 7 | 170 | -10% | . | . | . | -42%
N#CCCN1CCN(C(=S)c2ccc(-c3cc(Cl)ccc3Cl)o2)CC1 | 8 | 75 | -8 | 75 | -11% | 6 | 83 | 77 | 2%
CC(=O)c1cnc(SCCN2C(=O)c3ccccc3C2=O)nc1C | 4 | 163 | -4 | 163 | -1% | . | . | . | 6%
COc1ccc(CCNc2nc(-c3sc(N)nc3C)cs2)cc1OC | 9 | 84 | -9 | 84 | 1% | -7 | 58 | 64 | -21%
FC(F)(F)c1cnc(Oc2ccccc2-c2nnc(-c3ccc(Cl)cc3)o2)c(Cl)c1 | -1 | 44 | 1 | 44 | -5% | 14 | 92 | 78 | -25%
O=C(NCC1CCCO1)c1ccc(NC(=O)C2CCCCC2C(=O)O)cc1 (configuration not stated) | 12 | 185 | -12 | 185 | -8% | 14 | 98 | 85 | 5%
CC1CCN(CC(O)COC2CCC(C(C)(C)C)CC2)CC1 (configuration not stated) | -8 | 132 | 8 | 132 | -2% | -13 | 76 | 89 | -62%
CCN(CC)C(=O)Sc1cccc2cccnc12 | -8 | 181 | 8 | 181 | 6% | 0 | 89 | 90 | -11%
Cc1cccc(C)c1NC(=O)CSc1nnc([C@@H]2CCCN2C(=O)OC(C)(C)C)o1 | . | . | . | . | -3% | 0 | 89 | 89 | -15%
Cc1ccc(C)c(NC(=S)NNC(=O)c2csc3c2CCC(C)C3)c1 (configuration not stated) | -31 | 156 | 31 | 156 | -5% | . | . | . | -44%
CC1(C)CC(=NO)CC(C)(C)N1 | 0 | 145 | 0 | 145 | -6% | 0 | 84 | 85 | 9%
Cc1cc(O)c(C(C)C)cc1N=C1CSC(=O)N1 | -9 | 117 | 9 | 117 | 65% | 16 | 97 | 81 | -7%
CCc1nnc(NC(=O)COC(=O)CN2C(=O)c3ccccc3C2=O)s1 | 5 | 170 | -5 | 170 | 4% | 5 | 105 | 100 | 1%
C=CCNC(=O)c1onc(CSc2ccc(C)c(C)c2)c1C(=O)O | -9 | 134 | 9 | 134 | 8% | . | . | . | -11%
CCCCOC(=O)C1=C(C)NC2=C(C(=O)CCC2)C1c1cc(OC)ccc1OC (configuration not stated) | -1 | 174 | 1 | 174 | 8% | 10 | 92 | 82 | -36%
O=C(Cn1cnc2c(cnn2-c2ccccc2)c1=O)N1CCN(c2ccc(F)cc2)CC1 | . | . | . | . | -4% | 2 | 87 | 85 | 14%
CCCN1CC=C2C(C#N)=C(N)C(C#N)(C#N)C(c3cccc(OC)c3OC)C2C1 (configuration not stated) | . | . | . | . | 62% | -9 | 66 | 75 | -24%
O=C(CSC(=S)N1CCOCC1)Nc1nc(-c2ccccc2)c(-c2ccccc2)o1 | 6 | 92 | -5 | 92 | -12% | . | . | . | 14%
O=C(Nc1ccc2c(c1)OCO2)[C@@H]1[C@@H]2C(=O)N(C3CCCCC3)C(=O)[C@@H]2C2c3ccccc3C=CN21 (some centres not stated) | -1 | 94 | 1 | 94 | -1% | -10 | 94 | 104 | -35%
O=C(CCn1c(=O)sc2ccccc21)NC1=NCCS1 | -2 | 165 | 3 | 165 | . | 1 | 96 | 95 | .
O=S(=O)(NCc1cccnc1)c1ccc(Cl)c(Cl)c1 | -14 | 145 | 14 | 145 | . | . | . | . | .
COc1ccc(NC(=O)COC(=O)CCCc2c[nH]c3ccccc23)cc1OC | -10 | 159 | 10 | 159 | -6% | 6 | 94 | 89 | 8%
COc1ccc(NC(C)C(=O)Nc2ccc(C#N)cc2)cc1Cl (configuration not stated) | 2 | 143 | -2 | 143 | -12% | . | . | . | 21%
Cc1nc(-c2coc3cc(OCC(=O)O)ccc3c2=O)cs1 | -41 | 142 | ? | . | -16% | 0 | 97 | 97 | -28%
Cc1ccc(C(=O)Nc2ccc(Cl)cn2)cc1S(=O)(=O)N1CCOCC1 | -9 | 108 | 9 | 108 | -8% | 4 | 98 | 94 | 5%
C=C1C(C(=O)N2CCN(C)CC2)C1C(=O)N1CCN(C)CC1 (configuration not stated) | 15 | 87 | -15 | 87 | 20% | 2 | 95 | 93 | -6%
CCOC(=O)C(C)Oc1cccc2c(=O)n(CC(=O)N3CCc4ccccc43)ccc12 (configuration not stated) | 1 | 60 | -1 | 60 | 0% | 5 | 95 | 90 | -18%
O=C(NCc1ccncc1)Nc1cccc(Cl)c1 | -18 | 65 | 18 | 65 | 3% | 13 | 101 | 87 | -7%
Cc1cccc(C)c1OCCCCn1cnc2ccccc2c1=O | -8 | 140 | 8 | 140 | 5% | . | . | . | -25%
COC(=O)c1cccc(NS(C)(=O)=O)c1C | -7 | 155 | 7 | 155 | -4% | 8 | 100 | 91 | -9%
CCOC(=O)c1cc2c(n(-c3ccc(C)cc3)c1=O)CCCC2=O | 0 | 149 | 0 | 149 | 0% | 10 | 88 | 79 | 5%
Cc1cc(C(=O)CN2C(=O)c3ccccc3C2=O)c(C)n1Cc1cccs1 | -2 | 155 | 3 | 155 | . | 3 | 84 | 80 | .
CC(C)C(NC(=O)OCc1ccccc1)C(=O)OCC(=O)N1CCCCC1 (configuration not stated) | -4 | 115 | 4 | 115 | -4% | 3 | 94 | 91 | -39%

Taken from the listing, 12 compounds:
SMILES | NFkB transloc inh | NFkB transloc inh cell count 2 µM | NFkB transloc pot | NFkB transloc pot cell count 2 µM | Bcl-B displacement | MRP resist rev | MRP resist rev cytotoxicity | MRP resist rev with doxorubicin | PLAP inhibitors HTS
COc1ccc(NC(=O)COC(=O)CCCc2c[nH]c3ccccc23)cc1OC | -10 | 159 | 10 | 159 | -6% | 6 | 94 | 89 | 8%
COc1ccc(NC(C)C(=O)Nc2ccc(C#N)cc2)cc1Cl (configuration not stated) | 2 | 143 | -2 | 143 | -12% | . | . | . | 21%
Cc1nc(-c2coc3cc(OCC(=O)O)ccc3c2=O)cs1 | -41 | 142 | ? | . | -16% | 0 | 97 | 97 | -28%
Cc1ccc(C(=O)Nc2ccc(Cl)cn2)cc1S(=O)(=O)N1CCOCC1 | -9 | 108 | 9 | 108 | -8% | 4 | 98 | 94 | 5%
C=C1C(C(=O)N2CCN(C)CC2)C1C(=O)N1CCN(C)CC1 (configuration not stated) | 15 | 87 | -15 | 87 | 20% | 2 | 95 | 93 | -6%
CCOC(=O)C(C)Oc1cccc2c(=O)n(CC(=O)N3CCc4ccccc43)ccc12 (configuration not stated) | 1 | 60 | -1 | 60 | 0% | 5 | 95 | 90 | -18%
O=C(NCc1ccncc1)Nc1cccc(Cl)c1 | -18 | 65 | 18 | 65 | 3% | 13 | 101 | 87 | -7%
Cc1cccc(C)c1OCCCCn1cnc2ccccc2c1=O | -8 | 140 | 8 | 140 | 5% | . | . | . | -25%
COC(=O)c1cccc(NS(C)(=O)=O)c1C | -7 | 155 | 7 | 155 | -4% | 8 | 100 | 91 | -9%
CCOC(=O)c1cc2c(n(-c3ccc(C)cc3)c1=O)CCCC2=O | 0 | 149 | 0 | 149 | 0% | 10 | 88 | 79 | 5%
Cc1cc(C(=O)CN2C(=O)c3ccccc3C2=O)c(C)n1Cc1cccs1 | -2 | 155 | 3 | 155 | . | 3 | 84 | 80 | .
CC(C)C(NC(=O)OCc1ccccc1)C(=O)OCC(=O)N1CCCCC1 (configuration not stated) | -4 | 115 | 4 | 115 | -4% | 3 | 94 | 91 | -39%

Further structures:
SMILES | NFkB transloc inh | NFkB transloc inh cell count 2 µM | NFkB transloc pot | NFkB transloc pot cell count 2 µM | Bcl-B displacement | MRP resist rev | MRP resist rev cytotoxicity | MRP resist rev with doxorubicin | PLAP inhibitors HTS
FC(F)Oc1ccccc1C1CC(c2ccc(Br)s2)Nc2ncnn21 (configuration not stated) | . | . | . | . | -5% | -15 | 72 | 87 | 6%
Cc1ccc(N=C2SCCCN2C(=O)c2ccco2)cc1Cl | 12 | 98 | -12 | 98 | 6% | 14 | 101 | 87 | 7%
CCSc1nnc(NC(=O)CCc2ccccc2)s1 | -40 | 135 | 40 | 135 | 5% | 4 | 81 | 78 | 20%
COc1ccc(C)c2sc(N3CCCC3)nc12 | -8 | 136 | 8 | 136 | -2% | 1 | 95 | 94 | -19%
Cc1nc(NC2=NCN(Cc3ccc4c(c3)OCO4)CN2)nc2ccccc12 | . | . | . | . | 6% | -3 | 89 | 92 | -5%
O=C(c1ccc(S(=O)(=O)N2CCCCC2)cc1)N1CCN(Cc2ccc3c(c2)OCO3)CC1 | -20 | 123 | 20 | 123 | -10% | 34 | 65 | 30 | -65%
CC(C)N(C(=O)Cn1c(SCC(=O)NCc2ccc3c(c2)OCO3)nc2ccccc21)C(C)C | -3 | 113 | 3 | 113 | . | -15 | 65 | 80 | .
Cc1cc(OCC(F)(F)C(F)(F)C(F)(F)C(F)F)nc(N)n1 | -15 | 152 | 15 | 152 | -3% | 9 | 94 | 85 | -22%
Oc1ccccc1C1=Nc2ccccc2N=C(c2cccs2)C1 | 10 | 174 | -10 | 174 | -10% | . | . | . | 11%
COCCN1Cc2cccc(C(=O)Nc3cc(OC)ccc3OC)c2C1=O | . | . | . | . | -2% | -23 | 75 | 98 | -7%
O=C(Cn1c(C(F)(F)F)nc2ccccc21)NCCN1CCCC1 | -6 | 114 | 6 | 114 | 19% | 0 | 93 | 92 | -36%
COCc1[nH]nc2c1C(c1cccc(OC)c1)C(C#N)=C(N)O2 (configuration not stated) | . | . | . | . | -2% | 7 | 83 | 76 | -29%
Cc1ccc(C2(CC(=O)O)CCOC(C)(C)C2)cc1 (configuration not stated) | -35 | 113 | 35 | 113 | . | 5 | 92 | 87 | .
Fc1ccc(NCc2nnc(SCc3nnc(-c4ccccc4)o3)n2Cc2ccccc2)cc1 | -21 | 184 | 21 | 184 | -21% | -3 | 75 | 77 | -68%
Cc1cc(C)c(S(=O)(=O)c2ccccc2)c(OC(=O)c2cc(F)c(F)cc2Cl)n1 | . | . | . | . | -8% | -2 | 87 | 89 | 8%
O=C(c1ccccc1)c1nc2ccccc2n(CCCn2c(=O)c(C(=O)c3ccccc3)nc3ccccc32)c1=O | -14 | 142 | 14 | 142 | -17% | 12 | 77 | 66 | 0%
COc1ccc(-c2c(C)nn3c(N4CCN(Cc5ccccc5)CC4)cc(C)nc23)cc1OC | 0 | 135 | 0 | 135 | -69% | 10 | 17 | 6 | -56%
COc1ccc(S(=O)(=O)N[C@H](C(=O)N2CC[C@@]3(O)CCCC[C@H]3C2)c2ccccc2)cc1 | -3 | 93 | 3 | 93 | 4% | -5 | 73 | 78 | -76%
